Screening results (PubChem)
ERp5 block = inhibitors of human ERp5. Q15084. ERp5 insulin aggregation, absorbance 650 nm, 90 min. inhibition, % at 9.99 µM. 350,000 tested, 0.05% active. AID 651711;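 active = mean replicate inhibition above about 25%, with every replicate also reaching it, limit read from the data, passing the limit was not always enough; inconclusive = only one of those two criteria met; inactive = neither criterion met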
C2C12 statin = suppression of simvastatin myotoxicity; C2C12 myotubes + simvastatin, ATP luminescence, 48 h; scaled: DMSO 0, geranylgeraniol control 100; 330,000 tested, 0.78% active; rescue of ATP level, % at 7.49 µM;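 active = mean ATP rescue above about 67%, or every replicate alone reaching that limit, limit read from the data, passing the limit was not always enough; inconclusive = no clear call, values can overlap the other calls; inactive = mean under the limit and some replicate under it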;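 also: myotubes were challenged with 10 µM simvastatin during compound exposure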
DENV2 CPE = protects cells from dengue virus 2 cytopathic effect; DENV2-infected cells, cytopathic effect rescue, plate reader; CPE inhibition, % at 9.99 µM; 350,000 tested, 1.7% active; in the data active = CPE inhibition above about 20%, passing the limit was not always enough; inconclusive = no clear call, values can overlap the other calls; tested in BHK-21 cells;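 also: 0% = median of neutral control wells and 100% = median of positive control wells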
SIRT5 block = inhibitors of human sirtuin-5 desuccinylase. Purified SirT5, succinyl-peptide AMC, trypsin-coupled fluorescence. 330,000 tested, 1.1% active. inhibition, % at 15 µM; in the data active = inhibition above about 15%; inconclusive = no clear call, values can overlap the other calls
Target sequence (Q9NXA8 whole entry, looked up): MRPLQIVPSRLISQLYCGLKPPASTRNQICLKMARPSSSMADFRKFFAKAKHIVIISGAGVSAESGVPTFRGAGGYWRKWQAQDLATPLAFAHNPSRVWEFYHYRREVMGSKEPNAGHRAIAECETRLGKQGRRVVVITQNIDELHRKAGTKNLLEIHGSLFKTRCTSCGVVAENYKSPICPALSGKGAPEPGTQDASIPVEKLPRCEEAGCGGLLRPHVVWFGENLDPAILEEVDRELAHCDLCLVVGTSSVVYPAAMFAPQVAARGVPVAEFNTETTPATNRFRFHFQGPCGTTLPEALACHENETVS
S100A4 MyoIIA = S100A4-myosin IIA interaction inhibition; P26447; S100A4/TAMRA-MyoIIA peptide fluorescence polarization; inhibition, % at 10.7 µM; 360,000 tested, 0.14% active; AID 652163;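 active = mean inhibition of at least 70% across replicates, with every replicate also reaching that level; inconclusive = mean inhibition reaches 70% but some replicates fall short; inactive = mean inhibition below 70%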
Target sequence (P26447 whole entry, looked up): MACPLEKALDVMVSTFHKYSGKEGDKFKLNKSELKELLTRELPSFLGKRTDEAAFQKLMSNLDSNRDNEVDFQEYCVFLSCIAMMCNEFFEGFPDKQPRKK
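Material: S100A4 monomer protein / Buffer or medium: 50 mM HEPES pH 7.2, 10 mM CaCl2, 100 mM KCl / Times: 5 min incubation before reading / Benchmarks: neutral control DMSO, positive control TFP / Reagent: labelled myosin peptide probe, 5 nM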
E-sel inducer = induces E-selectin expression in human endothelial cells; activation, % at 7.58 µM; HUVEC E-selectin immunofluorescence imaging; normalized: neutral wells 0, TNF-alpha wells 100; AID 686992; 260,000 tested, 0.37% active;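 active = mean E-selectin-positive cell signal at least 10% of the positive control, reached in at least 60% of replicates, without over 20% cell loss; inconclusive = no rule given, readout overlaps actives, possibly toxicity-flagged; inactive = the rest, including those meeting only one limit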;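 also: in these data hits start at about 27%; measured in HUVEC primary endothelial cells; signal is the percent of cells scored E-selectin positive by PE staining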
Target sequence (P16581 whole entry, looked up): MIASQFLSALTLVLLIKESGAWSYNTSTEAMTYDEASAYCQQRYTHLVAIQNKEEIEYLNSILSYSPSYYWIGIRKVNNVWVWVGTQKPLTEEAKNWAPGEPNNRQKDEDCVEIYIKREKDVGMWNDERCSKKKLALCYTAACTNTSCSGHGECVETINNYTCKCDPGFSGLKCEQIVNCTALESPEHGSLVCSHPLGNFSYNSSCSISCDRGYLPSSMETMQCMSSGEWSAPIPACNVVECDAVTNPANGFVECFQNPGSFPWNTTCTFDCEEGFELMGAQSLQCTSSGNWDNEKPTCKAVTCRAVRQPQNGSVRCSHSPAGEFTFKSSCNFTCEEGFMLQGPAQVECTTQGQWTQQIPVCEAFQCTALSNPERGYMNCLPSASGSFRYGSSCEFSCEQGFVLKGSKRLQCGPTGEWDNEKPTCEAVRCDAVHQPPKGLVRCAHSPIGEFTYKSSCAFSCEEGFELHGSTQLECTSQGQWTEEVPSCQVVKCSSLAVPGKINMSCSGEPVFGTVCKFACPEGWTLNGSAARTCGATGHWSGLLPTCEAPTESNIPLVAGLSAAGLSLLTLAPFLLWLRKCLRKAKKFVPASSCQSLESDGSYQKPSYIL
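assay system = HUVEC, human umbilical vein endothelial cells | input = 3,000 HUVEC seeded per well | medium = EGM-2 growth medium on 0.1% gelatin-coated wells | dosing = one compound dose added by pin transfer | signal = immunofluorescence imaging | read-out basis = % PE-positive cells | control set = TNF-alpha, DMSO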
PglD inh = PglD (C. jejuni) enzyme inhibition; purified PglD enzyme, DTNB colorimetric CoA detection; inhibition, % at 12.5 µM; 360,000 tested, 0.098% active; AID 602405; in the data active = inhibition above about 16%, passing the limit was not always enough; inconclusive = no clear call, values can overlap the other calls; also: strong numbers were not always called active
* marks the source's active call; other numbers are inactive results; u = inconclusive; x = not tested or not shown; & = joins results of further samples.

SMILES	ERp5 block	C2C12 statin	DENV2 CPE	SIRT5 block	S100A4 MyoIIA	E-sel inducer	PglD inh
C=CCn1c(O)c2ccc(C(=O)N=NC(=O)COc3ccc(OC)cc3)cc2c1O	-2	x	2	2	5	0.0	-2
COc1cc2c(cc1OC)CN(C(=O)/C=C/c1ccccc1[N+](=O)[O-])CC2	u	-9	12	5	8	x	-2
COc1ccccc1OCc1cc(C(=O)N(C)CCC2CCCCO2)no1 (configuration not stated)	4	7	5	-3	5	-0.1	1
C[C@H](CO)N1C[C@H](C)[C@H](CN(C)C(=O)Nc2ccccc2)Oc2c(NC(=O)c3ccncc3)cccc2C1=O	-3	8	0	1	-15	-0.1	9
Cc1cccc(N2CCC(N3CCN(C4CCCCC4)C(CCO)C3)CC2)c1C (configuration not stated)	-8	x	18	-6	4	x	x
O=C(OCCN1CCOCC1)c1cccnc1	3&1	2&2	3&9	-1&-2	4&0	x	-1&0
COc1cccc(CNC(=O)C2CCCN(c3nc4ccccc4o3)C2)c1 (configuration not stated)	-8	x	7	-4	4	x	4
CCOC(=O)C1=C[C@@H](C(C)(C)C)N(S(=O)(=O)c2ccc(C)cc2)[C@H]1c1ccc(C#N)cc1	-3	-2	10	-2	7	-0.2	-3
COc1ccc(CCN2C(=O)c3cccc4c(C(=O)N5CCCCC5)ccc(c34)C2=O)cc1OC	2	x	0	-4	1	0.1	x
CN(CCOc1ccccc1)CC(=O)Nc1ccc(S(=O)(=O)N2CCCC2)cc1	1	-11	2	-6	-4	0.6	-8
O=C(C[C@@H]1C[C@H]2c3cc(NC(=O)Nc4ccc(C(F)(F)F)cc4)ccc3O[C@H]2[C@@H](CO)O1)NCCc1ccccc1	3	3	-2	4	-4	2.5	0
COC(=O)C1=C(C)N(Cc2ccc(C(F)(F)F)cc2)C(=NCc2ccc3c(c2)OCO3)NC1c1cccc(Cl)c1 (configuration not stated)	2	x	-1	x	0	0.8	x
CNC(=O)C[C@H]1CC[C@H]2[C@@H](COc3ccc(NC(=O)c4ccccc4OC)cc3C(=O)N2C)O1	-5	17	9	2	6	0.0	0
O=C(Nc1ccccc1Cl)C1CCCN(c2ncnc3c2nc2n3CCCCC2)C1 (configuration not stated)	-2	-3	4	0	0	x	-5
CSc1sccc1/C=N/O	3	x	-2	-7	-8	x	x
CC(=O)c1ccccc1NC(=O)c1ccc(N2CCCC2=O)cc1	11	-12	6	-8	-3	0.1	0
CCn1nccc1C(=O)Nc1ccc(Cl)c(Cl)c1	x	8	x	x	x	0.2	5
CCOc1cc(/C=C2\C(=N)N3N=C(S(=O)(=O)CC)SC3=NC2=O)ccc1OC(=O)c1ccco1	3	-13	9	5	-2	x	4
CCOC(=O)C1=C(C)NC(=S)NC1c1ccc(OCC(=O)N2CCCCC2)cc1 (configuration not stated)	0	-13	-3	1	0	0.5	-4
Cc1cc(NS(=O)(=O)c2ccc(NC(=O)N[C@H](C(=O)O)C(C)C)cc2)no1	1	x	-9	-1	-6	x	x
NCCCCCCNC(=O)[C@H]1C[C@H]2C(=O)N[C@@H](Cc3ccccc3)C(=O)N2[C@H]1c1cccc(OCCO)c1	2	x	21*	1	12	x	3
Cc1csc(CN(C)C(=O)CC2C(=O)NCCN2Cc2ccccc2C)n1 (configuration not stated)	3	x	0	1	0	-0.3	x
O=C(CSc1nnc(CNC(=O)c2ccco2)o1)Nc1cccc(Cl)c1	15	2	0	0	4	x	3
CC(C)N1CCN(c2ccncc2S(=O)(=O)N2CCN(C)CC2)CC1	3	x	-1	-5	0	0.1	2
O=C(CN1CCN(c2cccc(C(F)(F)F)c2)CC1)N(C1CC1)C1CCS(=O)(=O)C1 (configuration not stated)	21	0	3	-4	-4	-0.2	x

Remaining list, next part.
SMILES	ERp5 block	C2C12 statin	DENV2 CPE	SIRT5 block	S100A4 MyoIIA	E-sel inducer	PglD inh
Cc1nn(CC(=O)NC2CCS(=O)(=O)C2)c(C)c1S(=O)(=O)N(C)C (configuration not stated)	-3	13	-3	0	1	x	-7
CNC(=S)NNC(=O)c1ccccc1Cl	-3	x	1	-4	-5	0.0	2
COc1ccccc1CNC(=O)Cn1cc([N+](=O)[O-])ccc1=O	-15	x	-1	1	-5	-1.1	0
C[C@@H]1CN([C@@H](C)CO)C(=O)c2cccc(NC(=O)Nc3ccccc3)c2O[C@H]1CN(C)S(=O)(=O)c1cn(C)cn1	-3	x	-7	8	5	0.2	3
O=C(CSC1=NS(=O)(=O)c2cc(F)ccc2N1)Nc1cccc(F)c1	4	7	-4	3	-9	0.0	-1
Cc1cc(C(=O)Cn2cnc3cc([N+](=O)[O-])ccc3c2=O)c(C)n1CC1CCCO1 (configuration not stated)	1	x	9	0	3	x	x
CCOc1ccc(Nc2ccc3nonc3c2[N+](=O)[O-])cc1	1	-7	4	-6	-9	0.0	5
CCCCCCCCN1[C@@H](CC(=O)O)c2cc(F)ccc2S1(=O)=O	-1	-10	2	1	-1	-0.1	-2
CC(Oc1ccc(Cl)cc1)C(=O)Nc1cccc(S(=O)(=O)N2CCCC2)c1 (configuration not stated)	-1	1	-2	-3	0	x	5
O=C(COC(=O)c1cccnc1)c1ccc(Cl)cc1	1	-12	-2	1	-2	x	1
COc1ccccc1OCc1cc(C(=O)NCCN2CCCC(O)C2)no1 (configuration not stated)	2	2	-5	-1	-3	x	-3
CC(=O)Nc1ccc(NC(=O)C(=O)c2cn(CC(=O)N3CCCCC3)c3ccccc23)cc1	2	x	7	1	5	2.8	x
COc1ccc(C2=Cc3ccccc3C(CC(=O)C3CC3)N2c2ccc(-c3cc(OC)c(OC)c(OC)c3)cc2)cc1 (configuration not stated)	-1	x	12	3	-4	-0.3	x
CC(CCC(=O)O)C1CC[C@H]2C3CCC4CC(=O)CCC4(C)[C@H]3CC(=O)C12C (some centres not stated)	-2	5	9	-3	-6	x	0
Cc1ccc(Nc2ncc3c(n2)CC(C)CC3=O)c(C)c1 (configuration not stated)	-5	x	9	2	-1	-1.0	-1
O=C(O)/C=C/c1cnc2ccccc2n1	-2	-3	-2	-9	0	4.2	-3
CCOC(=O)C1(Cc2ccccc2C(F)(F)F)CCN(C2CCC2)CC1	3	x	11	-4	-1	x	x
COc1ccc(C(=O)N[C@H](C(=O)Nc2nc3ccccc3[nH]2)C(C)C)cc1	6	-28	3	-7	29	0.3	-2
CCOc1ccccc1-n1cnc(C#N)c1N	9	x	-3	-1	-3	0.5	x
COc1ccc(NC(=O)C2CC3CCC2C3)c(OC)c1 (configuration not stated)	3	x	-1	-8	-10	x	3
COCC(=O)N[C@@H]1C=C[C@@H](CC(=O)N2CCCCC2)O[C@@H]1CO	-2	-20	3	1	6	-0.2	8
N#Cc1cnc(NN)nc1	-1	x	7	-1	2	-0.2	x
COCC(=O)N1CC(=O)N2[C@H](CO)[C@H](c3ccc(C#Cc4cccc(OC)c4)cc3)[C@@H]2C1	11	x	40*	0	-12	0.1	x
COC(=O)CCC(=O)Nc1c(C)n(C)n(-c2ccccc2)c1=O	-3	x	7	0	-3	x	x
COc1cccc(C(=O)NC(=S)N2CCN(c3ccc(C(F)(F)F)cc3[N+](=O)[O-])CC2)c1	-4	x	1	1	0	x	2

Next compounds follow:
SMILES	ERp5 block	C2C12 statin	DENV2 CPE	SIRT5 block	S100A4 MyoIIA	E-sel inducer	PglD inh
CC(NC(=O)CCCc1nnc2n(C)c(=O)c3sccc3n12)c1ccccc1 (configuration not stated)	2	-3	3	2	0	x	0
O=C1O[C@@H](c2ccccc2)[C@@H](c2ccccc2)N2[C@@H](c3ccccc3OCCO)[C@]3(C(=O)Nc4ccc(C#CCCO)cc43)[C@@H](C(=O)O)[C@H]12	-4	x	20	2	-1	x	0
CCNc1nc(Cl)nc(N(NC(C)=O)C(C)C)n1	4	x	-3	-4	-2	x	x
O=C(COc1ccccc1Cl)NCCCNC(=O)c1ccncc1	3	17	-3	-3	1	-0.2	4
O=S(=O)(c1ccccc1)N1CCNCC1	7	x	-2	-4	-1	0.4	x
CCN(CC)CCCNC(=O)c1ccc(OCC(=O)Nc2ccccc2C(F)(F)F)c(OC)c1	1	3	3	-5	1	x	4
COc1cccc(OC)c1C(=O)NCCOc1cc(C)cc(C)c1	-2	4	-5	-3	0	-0.1	-2
Cc1noc(C)c1S(=O)(=O)N(C)C[C@H]1OCCCC[C@@H](C)Oc2ccc(NS(=O)(=O)c3cn(C)cn3)cc2C(=O)N([C@H](C)CO)C[C@@H]1C	-4&-1	8	u	-2&-1	-2&2	-0.1	4&1
CNc1ccccc1C(=O)OCC(=O)N1CCc2ccccc2C1	2	-2	1	-5	7	-0.1	-3
CCC(=O)Nc1cccc(-c2csc(-c3ccccc3)n2)c1	2	x	-1	3	-6	-0.1	x
CCN1C(=O)[C@H]2[C@H]3CN=C(SCC(=O)c4ccccc4)N3[C@@](C)(C(=O)OC)[C@H]2C1=O	-5	-7	-12	7	-2	x	1
COc1ccc(S(=O)(=O)N2C[C@H](O)COC[C@H]3O[C@H](CC(=O)NCCCN(C)C)CC[C@@H]32)cc1	-2	0	21*	4	-1	-0.1	-4
CN1CCC(=O)N([C@H](CN=[N+]=[N-])Cc2ccccc2)CC1	-7	2	18	x	-1	0.1	3
Cc1ccc(OCC(=O)NCCNC(=O)c2cnccn2)cc1C	3	-2	u	-3	-1	0.3	-5
Nc1ccccc1Sc1nc2ccccc2[nH]1	9	x	1	0	2	1.7	x
C[C@H]1CN([C@@H](C)CO)C(=O)c2cccc(NC(=O)Nc3ccc4c(c3)OCO4)c2O[C@@H]1CN(C)S(=O)(=O)c1ccc(Cl)cc1	5	-3	u	4	-61	2.3	2
CCOC(=O)c1c(C2CC2)csc1NC(=O)COC(=O)c1cc(OC)c(OC)cc1[N+](=O)[O-]	0	2	8	1	-3	x	x
Cc1cc(C)n2nc(SCc3ccccc3F)nc2n1	1	-7	0	-1	0	0.1	-1
COC(C[C@@H]1O[C@@H]1[C@@H](O)[C@@H](C)OCc1ccccc1)OC	3	-1	x	x	-3	2.7	4
CCOCCCNC(=S)N1CCC(NC(=O)c2ccco2)CC1	4	9	1	6	-3	-0.1	5
CCNC(=O)C[C@H]1CC[C@@H]2[C@@H](COc3ccc(NC(=O)Nc4ccc(C)cc4)cc3C(=O)N2C)O1	-5	17	-3	2	-3	0.0	0
COc1ccc(CN(C)C[C@@H]2OCCCC[C@@H](C)Oc3ccc(NS(=O)(=O)c4ccc(Cl)cc4)cc3C(=O)N([C@H](C)CO)C[C@@H]2C)cc1	-3	x	3	5	-4	x	3
CCn1cc([N+](=O)[O-])c(C(=O)Nc2nc(-c3ccc(C)c(C)c3)c(C)s2)n1	5	x	3	-1	-1	x	x
O=C(O)C(Cc1ccc(OS(=O)(=O)Cc2ccccc2)cc1)NS(=O)(=O)Cc1ccccc1 (configuration not stated)	6	-5	7	-9	-3	-0.1	-4
O=C(C[C@H]1CC[C@H](NC(=O)c2ccccn2)[C@H](CO)O1)NCc1cccc(F)c1	-1	0	-3	7	28	0.3	-5
C[C@@H]1CN([C@@H](C)CO)C(=O)Cc2cc(NC(=O)Cn3cnnn3)ccc2O[C@@H]1CN(C)C(=O)Nc1ccc2c(c1)OCO2	4	11	23*	-4	-15	-0.6	-1

By substructure: those above with a thiophene ring, fused or not
SMILES	ERp5 block	C2C12 statin	DENV2 CPE	SIRT5 block	S100A4 MyoIIA	E-sel inducer	PglD inh
CSc1sccc1/C=N/O	3	x	-2	-7	-8	x	x
CC(NC(=O)CCCc1nnc2n(C)c(=O)c3sccc3n12)c1ccccc1 (configuration not stated)	2	-3	3	2	0	x	0
CCOC(=O)c1c(C2CC2)csc1NC(=O)COC(=O)c1cc(OC)c(OC)cc1[N+](=O)[O-]	0	2	8	1	-3	x	x

Not all compounds are listed; the hit share may differ from the screen's.
